Bioassay records deposited in PubChem by several laboratories.
SSB-PriA inh: blocks PriA binding to SSB C-terminal tail; AlphaScreen SSBct-PriA binding, biotinylated peptide; inhibition, % at 33 µM; 430,000 tested, 0.6% active; AID 1272365; in the data active = inhibition mostly above about 37%, no sharp cut-off; inactive = mostly below about 20%;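 note: plate controls were negative control peptide for no effect and reference peptide for full effect; strong numbers were not always called active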
DUSP3 inh: inhibitors of human VHR1 phosphatase (DUSP3); AID 1654; 290,000 tested, 0.52% active; inhibition, % at 13.3 µM; recombinant VHR phosphatase, pNPP absorbance; in the data active = inhibition above about 50%; note: some compounds called inactive have numbers as strong as hits
Target sequence (P51452 whole entry, looked up): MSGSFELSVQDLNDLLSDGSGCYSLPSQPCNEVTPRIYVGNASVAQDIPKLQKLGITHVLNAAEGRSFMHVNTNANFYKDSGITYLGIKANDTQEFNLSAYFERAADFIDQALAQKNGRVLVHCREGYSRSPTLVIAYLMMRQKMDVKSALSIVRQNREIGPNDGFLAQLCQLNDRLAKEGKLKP
GDH-TPI counter: counter-screen for M. tuberculosis FBA inhibitors: GDH-TPI coupled enzymes. inhibition, % at 4.8 µM. GDH-TPI coupled enzyme counterscreen, NADH absorbance. 360,000 tested, 1.2% active; in the data active = inhibition above about 30%;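 note: 0% = DMSO wells and 100% = wells lacking the enzyme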
Rv3671c inh: Rv3671c (M. tuberculosis) protease inhibition; P9WHR9; AID 2606; inhibition, % at 5.96 µM; 320,000 tested, 0.048% active; in the data active = inhibition above about 38%;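 note: extracellular domain of Rv3671c used as enzyme; 0% = enzyme with DMSO and 100% = no enzyme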
Target sequence (P9WHR9 whole entry, looked up, the tested form may be a part): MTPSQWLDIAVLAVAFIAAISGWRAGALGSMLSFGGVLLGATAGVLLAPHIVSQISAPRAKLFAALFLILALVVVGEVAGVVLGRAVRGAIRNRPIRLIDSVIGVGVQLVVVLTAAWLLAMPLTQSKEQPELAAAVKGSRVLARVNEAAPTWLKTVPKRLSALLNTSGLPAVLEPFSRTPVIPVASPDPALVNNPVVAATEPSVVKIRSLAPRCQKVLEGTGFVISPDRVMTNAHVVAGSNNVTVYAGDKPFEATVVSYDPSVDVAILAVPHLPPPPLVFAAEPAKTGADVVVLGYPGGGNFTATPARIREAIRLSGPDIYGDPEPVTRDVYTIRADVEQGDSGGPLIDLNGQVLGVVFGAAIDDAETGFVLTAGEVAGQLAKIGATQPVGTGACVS
MazEF act: MazEF (E. coli) toxin RNase activation. P0AE70. FAM/BHQ RNA-DNA oligo cleavage fluorescence, 5 h. activation, % at 20 µM. 350,000 tested, 0.32% active. AID 504720; in the data active = activation above about 50%
Target sequence (P0AE70 whole entry, looked up): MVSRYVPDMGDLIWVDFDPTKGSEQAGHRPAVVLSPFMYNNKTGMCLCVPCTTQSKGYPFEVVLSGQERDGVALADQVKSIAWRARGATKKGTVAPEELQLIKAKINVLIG
BioA inh: blocks M. tuberculosis BioA enzyme activity; purified M. tuberculosis BioA enzyme, plate reader; inhibition, % at 9.99 µM; 360,000 tested, 0.096% active; AID 602481; in the data active = inhibition above about 40%
UGM FP inh: blocks M. tuberculosis UGM enzyme. P9WIQ1. purified UGM, fluorescence polarization probe displacement. inhibition, % at 10 µM. 320,000 tested, 0.06% active; in the data active = inhibition above about 10%, passing the limit was not always enough
FBA Mtb inh: Mtb fructose-bisphosphate aldolase inhibition; P9WQA3; purified M. tuberculosis FBA, fluorescence read-out; inhibition, % at 1 µM; 360,000 tested, 2.3% active; AID 588726; in the data active = inhibition above about 27%;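 note: 0% = vehicle and 100% = reference inhibitor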
Target sequence (P9WQA3 whole entry, looked up): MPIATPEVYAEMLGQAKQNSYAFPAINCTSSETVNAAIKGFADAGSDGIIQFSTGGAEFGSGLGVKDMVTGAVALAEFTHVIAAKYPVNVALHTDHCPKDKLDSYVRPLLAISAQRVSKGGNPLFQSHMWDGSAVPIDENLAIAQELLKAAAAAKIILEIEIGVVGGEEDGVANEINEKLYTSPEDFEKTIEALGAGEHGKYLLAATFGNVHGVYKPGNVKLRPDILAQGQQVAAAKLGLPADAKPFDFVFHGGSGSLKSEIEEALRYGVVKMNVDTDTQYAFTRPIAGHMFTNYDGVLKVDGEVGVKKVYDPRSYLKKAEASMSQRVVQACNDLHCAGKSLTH
3CLpro inhibitor: SARS-CoV 3CLpro protease inhibition | 290,000 tested, 0.14% active | P0C6X7 | recombinant SARS-CoV 3CLpro, quenched FRET peptide cleavage | inhibition, % at 6 µM; in the data active = inhibition above about 12%
Vc quorum ag: quorum light induction in luxS cqsA deficient V. cholerae; V. cholerae BH1578 lux reporter, luminescence, 6 h; activation, % at 18.7 µM; 350,000 tested, 0.16% active; in the data active = activation mostly above about 9.7%, no sharp cut-off; note: not every result past the cut was called active; inactives centre near 0; reference of the scale not given here
The depositor's hits bear a star; i = inactive; / = no result given; + = active, no number. This is a subset; rates above refer to the full screens.

[1] O=C(CSc1ccccc1)N1CCN(c2ccccn2)CC1
[2] CCOCCCn1c(=N)c(C(=O)NCCN2CCOCC2)cc2c(=O)n3cccc(C)c3nc21
[3] Cc1ccc(Cl)cc1NC(=O)CCCN1C(=O)c2cccnc2C1=O
[4] COc1ccccc1CNC(=O)C1=C(C)C(=O)OC12CCC(C)CC2 (centres undefined)
[5] COc1ccc2[nH]c3c(c2c1)CCN1C(=O)C(CC(=O)NCCN2CCOCC2)C[C@H](C(=O)N2CCCCC2)[C@@]31CCc1ccccc1 (some centres undefined)
[6] Cc1cccn2c(=O)c(/C=C(\C#N)C(=O)NCc3ccccc3)c(N3CCC(C(N)=O)CC3)nc12
[7] O=C(CN1C(=O)C2C3C=CC(C3)C2C1=O)NCc1ccco1 (centres undefined)
[8] CC(=O)Nc1sc(N/N=C/c2ccc(N(C)C)cc2)nc1-c1ccc(C)cc1
[9] O=C(Nc1ccc(F)cc1F)c1cccn1-c1ncc(C(F)(F)F)cc1Cl
[10] CCCCCCCCCCCCCCCC[N+](C)(C)CCl
screen / no. | 1 | 2 | 3 | 4 | 5 | 6 | 7 | 8 | 9 | 10
SSB-PriA inh | -8 | 19 | 4 | -9 | 8 | -10 | -10 | i | -7 | -20
DUSP3 inh | 8 | / | 2 | 29 | / | 0 | -4 | -4 | 23 | /
GDH-TPI counter | -3 | -1 | -3 | 12 | -9 | 4 | -8 | 40* | -1 | 2
Rv3671c inh | -2 | 3 | -11 | 11 | / | 3 | 5 | / | 1 | /
MazEF act | -1 | 6 | 8 | 10 | 6 | 13 | 2 | 9 | -6 | -31
BioA inh | / | 1.3 | / | -0.9 | 1.3 | 2.8 | 0.1 | -3.3 | 1.2 | /
UGM FP inh | -2.6 | 0.1 | -1.2 | -1.5 | / | -0.4 | -1.7 | / | -1.2 | /
FBA Mtb inh | 6 | 185* | 1 | -4 | 1 | 15 | 5 | 39* | 0 | 8
3CLpro inhibitor | 2 | -7 | 0 | -1 | / | 0 | 2 | 5 | 6 | /
Vc quorum ag | -0.2 | -2.0 | i | i | i | i | 0.3 | i | i | i

[11] COc1ccccc1C1C(C(=O)c2cc3ccccc3o2)=C(O)C(=O)N1CCN1CCOCC1 (centres undefined)
[12] CC1(C)OC2OC(C3COC(=O)O3)C(OC(=O)c3ccccc3)C2O1 (centres undefined)
[13] O=C1c2ccccc2NC(c2ccc(-c3cccc([N+](=O)[O-])c3)o2)N1O (centres undefined)
[14] CC1C(C)N(C(=O)CCl)c2ccccc2N1C(=O)CCl (centres undefined)
[15] CSCC[C@H](NC(=O)C1CCN(S(=O)(=O)c2ccc(C)cc2)CC1)C(=O)NC1CCS(=O)(=O)C1 (some centres undefined)
[16] Clc1ccc(/C=N/N2CCN(Cc3ccccc3)CC2)cc1
[17] COc1cccc(NC(=S)NC(C)c2ccc(OC)c(OC)c2)c1 (centres undefined)
[18] O=C(COC(=O)c1cnccn1)NC1CCCc2ccccc21 (centres undefined)
[19] COc1ccc(CNC(=O)Nc2ccc(C)cc2)cc1
[20] Cc1ccc2[nH]c3c(N4CCc5ccccc5C4)ncnc3c2c1
screen / no. | 11 | 12 | 13 | 14 | 15 | 16 | 17 | 18 | 19 | 20
SSB-PriA inh | -11 | -18 | 18 | -2 | 0 | / | -7 | -13 | -5 | 0
DUSP3 inh | 10 | / | -20 | / | 42 | 4 | 21 | / | 14 | 32
GDH-TPI counter | 0 | 7 | 12 | -1 | 9 | -1 | -2 | -4 | -2 | 17
Rv3671c inh | -8 | / | 2 | / | -14 | -1 | 1 | 6 | 0 | 4
MazEF act | 3 | 12 | 2 | 2 | -12 | -1 | -5 | 1 | -8 | 10
BioA inh | -1.9 | -1.9 | / | -0.5 | / | -0.8 | / | -0.6 | 0.1 | 2.1
UGM FP inh | 2.5 | / | 1.3 | / | 1.1 | -1.1 | 0.0 | -0.4 | 2.3 | 0.2
FBA Mtb inh | -6 | -5 | 0 | 0 | -1 | 0 | 8 | -2 | 0 | 9
3CLpro inhibitor | 1 | / | -1 | / | 1 | 5 | 1 | / | -2 | -5
Vc quorum ag | -0.3 | i | 3.1 | i | -0.2 | -0.4 | -0.3 | i | -7.1 | -0.9

[21] Cc1ccc(CN(C)C(=O)c2cccc(S(=O)(=O)N3CCCC3)c2)cc1
[22] CCCCCCCCC(=O)N/N=C(\C)c1ccco1
[23] COc1ccc(C(=O)c2c(C)c(CCC#N)n3ccccc23)c(OC)c1
[24] S=C(NCC1CCCO1)Nc1ccc(Cl)cc1 (centres undefined)
[25] COc1ccc(CN(C)CC(=O)Nc2ccccc2-c2ccccc2)c(OC)c1
[26] COc1ccccc1N/C(=N/S(=O)(=O)c1ccc(C)cc1)c1ccccc1
[27] O=C1/C(=C\c2cccc(O)c2O)SC(=S)N1Cc1ccccc1
[28] N#CCC1c2ccccc2CCN1C(=O)Nc1ccc(Cl)cc1 (centres undefined)
[29] COc1cc(NC(=O)C(C)N2CCN(C(=O)C3CC3)CC2)cc(OC)c1 (centres undefined)
[30] COc1cc(OC)cc(C(C(=O)NCc2ccccc2)N(Cc2ccco2)C(=O)c2ccno2)c1 (centres undefined)
screen / no. | 21 | 22 | 23 | 24 | 25 | 26 | 27 | 28 | 29 | 30
SSB-PriA inh | -12 | / | -1 | 2 | -4 | / | 20 | -6 | 7 | 4
DUSP3 inh | / | 5 | -6 | -7 | 13 | 1 | -8 | 9 | / | 8
GDH-TPI counter | 4 | -3 | 11 | 3 | -5 | 5 | 20 | -3 | 0 | 7
Rv3671c inh | 2 | 7 | -8 | -7 | 5 | 6 | -10 | 3 | -3 | -8
MazEF act | -2 | -1 | 4 | 4 | -5 | 6 | 8 | -2 | 5 | 6
BioA inh | 7.0 | -1.2 | 4.3 | / | / | -2.1 | -1.5 | 10 | -0.2 | 2.1
UGM FP inh | -1.9 | -1.4 | -3.4 | 1.4 | / | 0.6 | 0.9 | -1.2 | -2.0 | -1.1
FBA Mtb inh | 1 | 0 | 3 | -1 | -3 | 0 | -1 | -2 | 0 | -1
3CLpro inhibitor | / | 2 | 0 | 1 | 5 | 1 | 2 | 1 | / | 0
Vc quorum ag | i | -0.3 | -5.6 | -0.1 | -0.2 | i | i | -7.0 | -0.3 | 0.0

[31] Cc1cc(-c2cccs2)c2c(n1)sc1c(=O)[nH]c(=O)[nH]c12
[32] N#Cc1nc(COc2ccccc2Cl)oc1NCc1cccnc1
[33] C(=N\n1cnnc1)/c1ccc(OCc2cccc3ccccc23)cc1
[34] c1ccc(P(c2ccccn2)c2ccccn2)cc1
[35] COc1ccccc1OCCC(=O)OCC(=O)Nc1cc(S(=O)(=O)N2CCOCC2)ccc1Cl
[36] Cn1c(=O)[nH]c2c(c1=O)CCO2
[37] COC(=O)C(C)Oc1ccc2cc(-c3ccccc3)c(=O)oc2c1 (centres undefined)
[38] C[C@H](CO)N1C[C@H](C)[C@H](CN(C)Cc2ccncc2)OCc2ccccc2-c2c(n(C)c3ccccc23)C1=O
[39] N#Cc1c2n(c(=S)n(-c3ccccn3)c1=O)CCCCC2
[40] COc1cccc2cc(C(=O)C3=C(O)C(=O)N(CCN4CCOCC4)C3c3ccc(Cl)cc3)oc12 (centres undefined)
screen / no. | 31 | 32 | 33 | 34 | 35 | 36 | 37 | 38 | 39 | 40
SSB-PriA inh | 1 | 5 | / | -4 | -12 | -4 | -16 | / | -16 | 4
DUSP3 inh | 5 | -17 | -16 | -9 | 22 | / | -10 | / | 2 | 0
GDH-TPI counter | 18 | -2 | 1 | 3 | -1 | -4 | 17 | 3 | 12 | 1
Rv3671c inh | -1 | 2 | -3 | 9 | 6 | / | 2 | / | -6 | 2
MazEF act | -8 | 15 | -1 | 2 | -3 | 13 | 3 | 8 | -5 | -6
BioA inh | -0.9 | 4.6 | 10 | / | 0.4 | / | -0.2 | -0.6 | -3.1 | /
UGM FP inh | -1.6 | -2.2 | 0.5 | -2.6 | -0.7 | / | -1.2 | / | -0.2 | -0.8
FBA Mtb inh | 3 | -2 | 2 | -1 | 2 | -1 | + | 1 | -1 | 4
3CLpro inhibitor | 0 | 4 | 0 | -1 | 3 | / | 1 | / | -7 | 2
Vc quorum ag | -6.7 | -0.2 | i | 3.2 | -2.3 | / | -0.3 | -0.4 | i | -0.6

[41] CCSc1nnc(NC(=O)C(Cc2ccccc2)n2cccc2)s1 (centres undefined)
[42] Cc1cn(C(=O)CN2C(=O)c3ccccc3C2=O)c(C)n1
[43] Clc1ncccc1OCc1ccccc1
[44] COC(=O)c1cc(-c2cccc([N+](=O)[O-])c2)c2c(=O)[nH]c(=O)n(C)c2n1
[45] Cc1occc1-c1nnc(SCc2nnc(-c3ccc(Cl)cc3)o2)n1C
[46] Cc1cc(N/N=C\c2ccc(Br)cc2)nc(-n2nc(C)cc2C)n1
[47] O=C(C1=C[C@H](c2csc3ccccc23)C[C@H](OCc2ccc(CO)cc2)O1)N1CCOCC1
[48] COc1ccc(CC(=O)Nc2cc(S(=O)(=O)N3CCCCC3)ccc2OC(C)C)cc1OC
[49] CCn1c(SCC(=O)c2cccs2)nnc1-c1cccs1
[50] Cc1c(Br)cc(C(=O)O)c(C)c1C
[51] CCN1CCN(c2ccc(NC(=O)c3ccc4c(c3)OCCO4)cc2C)CC1
screen / no. | 41 | 42 | 43 | 44 | 45 | 46 | 47 | 48 | 49 | 50 | 51
SSB-PriA inh | 0 | -8 | -10 | 11 | -11 | / | -14 | / | -1 | -5 | 1
DUSP3 inh | 6 | -22 | / | -20 | / | -18 | 39 | / | 4 | 12 | /
GDH-TPI counter | 8 | 2 | 10 | 13 | 3 | 11 | 0 | -7 | -2 | 13 | 3
Rv3671c inh | 5 | / | 8 | -3 | -8 | -14 | 1 | / | 9 | 3 | /
MazEF act | -5 | -18 | 2 | 0 | 6 | 4 | 6 | -1 | -7 | 7 | -1
BioA inh | -0.3 | 0.3 | / | -1.1 | 0.8 | / | -0.8 | -0.7 | 6.1 | -1.2 | -0.3
UGM FP inh | 4.0 | / | -3.2 | 0.3 | 0.2 | -1.5 | -0.6 | / | -0.1 | 2.3 | /
FBA Mtb inh | 0 | 2 | 0 | 2 | -6 | -2 | 2 | 0 | 1 | 6 | -3
3CLpro inhibitor | 4 | 0 | / | -4 | 4 | -1 | 2 | / | 1 | -1 | /
Vc quorum ag | -0.3 | i | -0.9 | i | -0.2 | -0.4 | 0.6 | i | -7.1 | -0.6 | i

Some of the entries so far, with bars between the fields.
no. | SMILES | SSB-PriA inh | DUSP3 inh | GDH-TPI counter | Rv3671c inh | MazEF act | BioA inh | UGM FP inh | FBA Mtb inh | 3CLpro inhibitor | Vc quorum ag
41 | CCSc1nnc(NC(=O)C(Cc2ccccc2)n2cccc2)s1 (centres undefined) | 0 | 6 | 8 | 5 | -5 | -0.3 | 4.0 | 0 | 4 | -0.3
42 | Cc1cn(C(=O)CN2C(=O)c3ccccc3C2=O)c(C)n1 | -8 | -22 | 2 | / | -18 | 0.3 | / | 2 | 0 | i
43 | Clc1ncccc1OCc1ccccc1 | -10 | / | 10 | 8 | 2 | / | -3.2 | 0 | / | -0.9
44 | COC(=O)c1cc(-c2cccc([N+](=O)[O-])c2)c2c(=O)[nH]c(=O)n(C)c2n1 | 11 | -20 | 13 | -3 | 0 | -1.1 | 0.3 | 2 | -4 | i
45 | Cc1occc1-c1nnc(SCc2nnc(-c3ccc(Cl)cc3)o2)n1C | -11 | / | 3 | -8 | 6 | 0.8 | 0.2 | -6 | 4 | -0.2
46 | Cc1cc(N/N=C\c2ccc(Br)cc2)nc(-n2nc(C)cc2C)n1 | / | -18 | 11 | -14 | 4 | / | -1.5 | -2 | -1 | -0.4
47 | O=C(C1=C[C@H](c2csc3ccccc23)C[C@H](OCc2ccc(CO)cc2)O1)N1CCOCC1 | -14 | 39 | 0 | 1 | 6 | -0.8 | -0.6 | 2 | 2 | 0.6
48 | COc1ccc(CC(=O)Nc2cc(S(=O)(=O)N3CCCCC3)ccc2OC(C)C)cc1OC | / | / | -7 | / | -1 | -0.7 | / | 0 | / | i
